RNase H inhibition – RNase H inhibition, HIV 1 Gag Pol polyprotein, FRET biochemical assay, screening (AID 372); one-dose inhibition, % at 10 µM; IC50 in µM for titrated hits; 0.77% of 100,000 active; HIV-1 RT RNase H, FRET RNA/DNA substrate fluorescence; higher % means a stronger effect; in the data active = inhibition above about 50%
Starred values were filed as active, the others as inactive. The list is partial. The share of hits here may be higher or lower than overall.

SMILES	RNase H inhibition
Cc1cccc(N2C(=O)NC(=O)/C(=C\c3cccn3-c3ccc(N(C)C)cc3)C2=O)c1	8.0%
O=C(O)C(Cc1ccccc1)N1C(=O)/C(=C/c2ccccc2[N+](=O)[O-])SC1=S (stereo not drawn)	7.0%
COc1ccc(NC(=O)CN(c2cccc(C(F)(F)F)c2)S(C)(=O)=O)cc1OC	6.0%
Cc1ccc(S(=O)(=O)N(CCC#N)C2CCCCC2)cc1	4.0%
CCOCCOC(=O)C1=C(C)NC2=C(C(=O)CC(C)(C)C2)C1c1cccc(OC)c1OC (stereo not drawn)	9.0%
COc1ccccc1/C=C(\NC(=O)c1ccccc1)C(=O)NCCc1c[nH]c2ccccc12	14.0%
O=C(NCCC1=CCCCC1)c1cc(Cl)ccc1[N+](=O)[O-]	0.0%
CC(=O)Nc1ccc2nc(SCC(=O)N3CCCC3)sc2c1	4.0%
O=C(Nc1ccccc1C(=O)O)c1ccc2c(c1)C(=O)N(c1ccc(O)cc1)C2=O	3.0%
O=C(N/N=C/c1ccc(F)cc1)C(=O)N1CCCCC1	5.0%
COc1ccccc1/C=C1\SC(=S)N(NC(=O)c2cccnc2)C1=O	4.0%
Cc1ccc2ccc(S(=O)(=O)N3CCCCC3)cc2c1	1.0%
COc1ccc(-c2cc(-c3cc(OC)ccc3O)[nH]n2)cc1	9.0%
COc1ccc(NC(=O)c2nn3c(c2Cl)NC(c2ccco2)CC3C(F)(F)F)cc1OC (stereo not drawn)	0.0%
Cc1ccc(CN2CCN(/N=C\c3cccc(O)c3)CC2)cc1	15.0%
O=[N+]([O-])c1ccc2nc(Sc3nc4ccccc4s3)sc2c1	10.0%
N=C1/C(=C/c2ccccc2OCc2ccccc2F)C(=O)N=C2SC(c3ccccc3)=NN12	15.0%
CCSCCOC(=O)C1=C(C)NC2=C(C(=O)CC(c3cccs3)C2)C1c1ccc(C)s1 (stereo not drawn)	11.0%
CCC(C)(C)C1CCc2c(sc(NC(C)=O)c2C(N)=O)C1 (stereo not drawn)	16.0%
COc1ccc(C2C3=C(CC(C)(C)CC3=O)Nc3ccccc3N2C(=O)c2ccc(Cl)cc2)cc1OC (stereo not drawn)	44.0%
O=C1C(=O)N(CCN2CCCCC2)c2ccccc21	7.0%
O=C(Cc1ccccc1)Nc1ccc(O)c(-c2nc3ccccc3s2)c1	0.0%
CSc1ccccc1N=Cc1nc(-c2ccco2)oc1O	20.0%
COc1cc2c(cc1OC)C(c1ccc([N+](=O)[O-])cc1)NC(=O)C2 (stereo not drawn)	11.0%
COc1ccc(OC)c(N(CC(=O)NC(C)C)S(C)(=O)=O)c1	37.0%
O=C(N/N=C/c1cccs1)C(=O)N/N=C/c1cccs1	18.0%
COc1ccc2c(c1)c(=O)oc1cc(OCc3ccc(C(=O)O)cc3)ccc12	19.0%
CCn1cc(C(=O)O)c(=O)c2cc(OC)ccc21	3.0%
CCCS(=O)(=O)c1c(S(=O)(=O)CCC)c2ccc(C(N)=O)cn2c1C(=O)c1ccc(OC)cc1	10.0%
O=C(c1ccccc1)N1CCN(Cc2ccc3ccccc3c2)CC1	9.0%
Cc1[nH]c2ccccc2c1/C=C/c1nc2ccccc2c(=O)n1C	19.0%
COc1cccc(NC(=O)c2ccc(CN3CCN(c4ccccc4)CC3)cc2)c1	15.0%
Cc1ccc(N2C(=O)NC(=O)/C(=C\c3ccc(I)o3)C2=O)cc1C	0.0%
CC(C)(C)c1ccccc1OCCCCn1ccnc1	9.0%
O=C(O)/C=C\C(=O)Nc1ccccc1SC(F)(F)F	0.0%
OCCNCCOCCOc1ccccc1F	0.0%
c1ccc2[nH]c(CSc3nc4ccccc4o3)nc2c1	3.0%
Cc1ccc(S(=O)(=O)c2nc(-c3ccccc3)oc2SCC(=O)c2ccc(Cl)cc2)cc1	16.0%
COc1ccc(NC(=O)CN(Cc2ccccc2)S(=O)(=O)c2ccccc2)cc1	5.0%
COCCOC(=O)C1=C(C)NC(=O)NC1c1ccc(-c2cc(Cl)ccc2Cl)o1 (stereo not drawn)	17.0%
Cc1ccc2oc(-c3ccc(C)c(NC(=O)c4cc(Br)ccc4Cl)c3)nc2c1	10.0%
Cc1cc(Cl)ccc1NC(=O)c1ccccc1[N+](=O)[O-]	12.0%
Cc1cc(C)n2c(SCc3cccc(Oc4ccccc4)c3)nnc2n1	12.0%
CCOC(=O)C1=C(c2ccccc2)N=C2SCC(=O)N2C1c1ccc(F)cc1 (stereo not drawn)	0.0%
Cc1c(NC(=O)c2ccc(I)cc2)cccc1-c1nc2ccccc2s1	39.0%
CCOC(=O)C1=C(C)NC(=O)NC1c1ccccc1C (stereo not drawn)	14.0%
Clc1ccc(N2CCN(/N=C\c3ccc(Br)cc3)CC2)cc1	17.0%
CCOc1ccccc1N1CCN(Cc2ccccc2[N+](=O)[O-])CC1	17.0%
COc1ccc(NC(=O)NC(C)c2cccc3ccccc23)cc1OC (stereo not drawn)	1.0%
CN(C)c1ccc(/C=N/Nc2ncc(Br)cn2)cc1	12.0%
CNCC(O)COc1ccc(C)cc1C (stereo not drawn)	2.0%
O=C(Nc1cccc(I)c1)c1ccc(Cl)c([N+](=O)[O-])c1	11.0%
CCCOc1ccc2c(CC)cc(=O)oc2c1C	10.0%
Ic1ccc(OCCCCCN2CCOCC2)cc1	2.0%
COC(=O)/C(=C\C(=O)c1ccccc1)Nc1ccccc1	3.0%
O=C(Nc1ccc(NC(=O)c2cc([N+](=O)[O-])ccc2Cl)cc1)c1cccc(Cl)c1	9.0%
CCOc1cc(C(=O)Nc2ccc(OC)cc2)cc(OCC)c1OCC	8.0%
Cc1cc(C)n(-c2nc3ccccc3nc2C)n1	12.0%
Cc1cc(C)n(-c2cc(C)c3cccc([N+](=O)[O-])c3n2)n1	1.0%
N#CC1=C(N)OC2=C(C(=O)CC(c3ccccc3)C2)C1c1cccc(F)c1 (stereo not drawn)	11.0%
The results go on:
SMILES	RNase H inhibition
O=C(Nc1ccc(Cl)c(Cl)c1)N1CCN(C/C=C/c2ccccc2)CC1	19.0%
CCc1ccc(/C=C2/C(=O)NC(=O)N2C(C)=O)cc1	0.0%
COc1ccc(OCC(O)Cn2c(C(C)C)[n+](C)c3ccccc32)cc1 (stereo not drawn)	11.0%
CCCCOc1ccc(C2C(C(=O)OCC)=C(N)OC3=C2C(=O)CCC3)cc1 (stereo not drawn)	6.0%
C=CCc1ccc(OCCOc2ccc(C=C3C(=O)NC(=O)NC3=O)cc2OC)c(OC)c1	7.0%
CS(=O)(=O)N(Cc1ccccc1)c1ccc(C(=O)Nc2ccc3c(c2)OCO3)cc1	3.0%
Cc1ccc(C(=O)Nc2nc(-c3ccccc3)c(C)s2)cc1	10.0%
O=C(CCc1ccccc1)NCCOc1ccccc1	7.0%
Cc1nc2cc(N=Cc3cc(C(C)(C)C)c(O)c(C(C)(C)C)c3)ccc2n1C	8.0%
Cc1ccc(/C=C2\SC(=S)N(CCC(=O)Nc3ccc(Cl)cc3)C2=O)cc1	18.0%
CC(=O)n1cc(C2C(=O)CC(C)(C)CC2=O)c2ccccc21	2.0%
CCOc1ccccc1NC(=O)c1ccc(OC)cc1OC	4.0%
CC1(CC(=O)N/N=C/c2ccccc2O)OCCO1	5.0%
O=S(=O)(c1ccc(Br)cc1Br)n1nnc2ccccc21	6.0%
C=CCNC(=O)C(=O)N/N=C/c1ccc([N+](=O)[O-])cc1	6.0%
CCN(CC)c1ccc(/C=N/Nc2nncc(-c3ccccc3)n2)cc1	25.0%
CCOC(=O)C1=C(C)N=c2s/c(=C\c3c(OCC)ccc4ccccc34)c(=O)n2C1c1ccc(C)cc1 (stereo not drawn)	11.0%
Cc1ccc(-c2nc3ccccc3o2)cc1NC(=O)Cc1ccccc1	18.0%
Cn1c(=O)c(C(=O)NCc2ccc3c(c2)OCO3)c(O)c2ccccc21	3.0%
CCCOC(=O)c1ccc(NS(=O)(=O)c2ccccc2[N+](=O)[O-])cc1	10.0%
NS(=O)(=O)c1cccc(S(=O)(=O)c2cccc(S(N)(=O)=O)c2)c1	0.0%
CCOc1ccccc1N1CCN(Cc2cc(OC)c(OC)cc2[N+](=O)[O-])CC1	8.0%
NC1=NC(=O)/C(=C/c2ccc(OS(=O)(=O)c3ccc4ccccc4c3)cc2)S1	20.0%
Cc1cc(Cl)ccc1OCC(=O)Nc1cc(Cl)cc(Cl)c1	8.0%
COc1ccccc1NC(=O)c1ccc(-n2cnnn2)cc1	12.0%
Cc1cc(OCC(=O)NCc2ccc(F)cc2)ccc1Br	0.0%
COc1ccc2nc(SCc3ccc(Cl)cc3)[nH]c2c1	0.0%
CCCn1c2ccccc2c2nnc(SC(CC)C(=O)Nc3nc4ccccc4s3)nc21 (stereo not drawn)	16.0%
Cc1ccc(/C(N)=N/OC(=O)c2ccc(C)c([N+](=O)[O-])c2)cc1	15.0%
CCOC(=O)C1=C(C)N=c2s/c(=C\c3ccc(OCc4ccccc4)c(OC)c3)c(=O)n2C1c1ccc2c(c1)OCO2 (stereo not drawn)	16.0%
N#C/C(=C/c1ccc(-c2ccc(Cl)cc2Cl)o1)C(=O)Nc1ccc(F)cc1	7.0%
COc1ccc(CN2CCCCC2C)cc1C (stereo not drawn)	0.0%
COc1ccc(C2C(C#N)=C(N)OC3=C2C(=O)CC(c2ccccc2Cl)C3)cc1 (stereo not drawn)	6.0%
CCCCOC(=O)CSC1=C(C#N)C(c2ccc(Cl)cc2Cl)CC(=O)N1 (stereo not drawn)	5.0%
Cc1ccccc1NC(=O)C(=O)N/N=C/c1ccc(C(C)(C)C)cc1	18.0%
CC1(C)Cc2c(sc3ncn4nc(COc5ccccc5)nc4c23)C(C)(C)N1	3.0%
COc1ccc(C(=O)COc2cc3oc(=O)cc(-c4ccccc4)c3cc2Cl)cc1	7.0%
CCOC(=O)C1=C(C)N=c2s/c(=C\c3ccc(-c4ccccc4C(=O)O)o3)c(=O)n2C1c1cccc(OC)c1 (stereo not drawn)	15.0%
CCCn1c2ccccc2c2nnc(SC(CC)C(=O)Nc3ccc([N+](=O)[O-])cc3)nc21 (stereo not drawn)	0.0%
COC(=O)C1=C(C)N=c2s/c(=C/c3cc(Br)ccc3OC(C)=O)c(=O)n2C1c1ccc(OC(C)=O)cc1 (stereo not drawn)	6.0%
Cc1nn2cc(-c3ccc(Br)cc3)nc2s1	22.0%
CCCN=C(CC)C1=C(O)CC(C)(C)CC1=O	0.0%
Cn1cccc1CN1CCN(C(=O)c2cccs2)CC1	15.0%
Cc1cc(C)n(CC(O)COc2ccccc2[N+](=O)[O-])n1 (stereo not drawn)	5.0%
COc1cc(C(=O)Nc2ccc(C(C)=O)cc2)ccc1OCc1ccc(Cl)cc1	15.0%
C=CCc1ccccc1OCCOc1c(Br)cc(/C=C2/SC(=S)N(C)C2=O)cc1OC	5.0%
Cc1ccc(S(=O)(=O)NC(=O)Oc2ccc3oc(=O)sc3c2)cc1	4.0%
O=[N+]([O-])c1cc(C=Nc2ccc(Cl)cc2Cl)ccc1Cl	9.0%
O=C(Nc1ccc(-c2ccc([N+](=O)[O-])cc2)cc1)c1cccs1	13.0%
CCCCC(=O)N1c2ccccc2C(N(C(=O)Cc2ccc(F)cc2)c2ccccc2)CC1C (stereo not drawn)	20.0%
Cc1ccc(N2CCSC2C(N)=O)cc1 (stereo not drawn)	1.0%
COc1ccc(OC(C)C(=O)Nc2cccc([N+](=O)[O-])c2)cc1 (stereo not drawn)	16.0%
O=C(c1ccncc1)N1CCN(S(=O)(=O)c2ccccc2)CC1	13.0%
CC(=O)NC(=N/OC(C)=O)/C(=N/OC(C)=O)c1nc2ccccc2[nH]1	4.0%
O=C1CC(N2CCN(c3ccc(Cl)cc3)CC2)C(=O)N1c1cccc(Cl)c1 (stereo not drawn)	15.0%
COc1cc(C(c2c(C)[nH][nH]c2=O)c2c(C)[nH][nH]c2=O)ccc1OC(=O)c1ccccc1Cl	8.0%
Cc1nc2c(-c3ccc(Cl)cc3)c(Cc3ccccc3)[nH]n2c(=O)c1Cl	4.0%
O=C(CSc1nc2ccc([N+](=O)[O-])cc2s1)NCc1ccco1	25.0%
C=CCN1C(=O)/C(=C\C=C\c2ccccc2)SC1=S	11.0%
Cc1ccc(/C=C(/C#N)c2nc(-c3ccc(Br)cc3)cs2)s1	12.0%
O=C(NCCNc1ccc(C(F)(F)F)cc1[N+](=O)[O-])c1cc(F)c(F)cc1Cl	4.0%

Filtered by structure: the entries above containing four or more nitrogen atoms (16)
SMILES	RNase H inhibition
Cc1cccc(N2C(=O)NC(=O)/C(=C\c3cccn3-c3ccc(N(C)C)cc3)C2=O)c1	8.0%
COc1ccc(NC(=O)c2nn3c(c2Cl)NC(c2ccco2)CC3C(F)(F)F)cc1OC (stereo not drawn)	0.0%
N=C1/C(=C/c2ccccc2OCc2ccccc2F)C(=O)N=C2SC(c3ccccc3)=NN12	15.0%
O=C(N/N=C/c1cccs1)C(=O)N/N=C/c1cccs1	18.0%
Cc1cc(C)n2c(SCc3cccc(Oc4ccccc4)c3)nnc2n1	12.0%
CN(C)c1ccc(/C=N/Nc2ncc(Br)cn2)cc1	12.0%
Cc1cc(C)n(-c2nc3ccccc3nc2C)n1	12.0%
Cc1cc(C)n(-c2cc(C)c3cccc([N+](=O)[O-])c3n2)n1	1.0%
C=CCNC(=O)C(=O)N/N=C/c1ccc([N+](=O)[O-])cc1	6.0%
CCN(CC)c1ccc(/C=N/Nc2nncc(-c3ccccc3)n2)cc1	25.0%
COc1ccccc1NC(=O)c1ccc(-n2cnnn2)cc1	12.0%
CCCn1c2ccccc2c2nnc(SC(CC)C(=O)Nc3nc4ccccc4s3)nc21 (stereo not drawn)	16.0%
CC1(C)Cc2c(sc3ncn4nc(COc5ccccc5)nc4c23)C(C)(C)N1	3.0%
CCCn1c2ccccc2c2nnc(SC(CC)C(=O)Nc3ccc([N+](=O)[O-])cc3)nc21 (stereo not drawn)	0.0%
CC(=O)NC(=N/OC(C)=O)/C(=N/OC(C)=O)c1nc2ccccc2[nH]1	4.0%
COc1cc(C(c2c(C)[nH][nH]c2=O)c2c(C)[nH][nH]c2=O)ccc1OC(=O)c1ccccc1Cl	8.0%

Source: PubChem BioAssay
